HEK293 NFkB inh = lowers PMA/ionomycin-induced NF-kB signal in HEK293 cells. 62,000 tested, 0.21% active. inhibition, % at 3 µM. HEK-293 NF-kB luciferase reporter, luminescence;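 active = inhibition above the mean of all tested compounds plus 3 SD, cut at about 40% in these data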;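 also: 0% = stimulated DMSO wells and 100% = 10 µM reference inhibitor 5653914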
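System: NF-kB luciferase reporter HEK-293 cells | Replication: Single test | Control set: DMSO vs reference inhibitor | Evaluation: % inhibition | Schedule: 1 h pretreatment, 16 h stimulation, 37 °C | Probe or stimulus: PMA with ionomycin | Compound dosing: One dose, 3 µM | Detection: Luciferase luminescence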
S1P3 agonist = activates the human S1P3 receptor; Q99500; S1P3 NFAT-BLA reporter cells, agonism, FRET ratio; relative to 1 µM S1P, basal subtracted; activation, % at 4.5 µM; 60,000 tested, 0.1% active;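 active = activation above the screen-wide mean plus 3 SD, cut at about 4.5% in these data, passing the limit was not always enough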; also: some compounds called inactive have numbers as strong as hits
Target sequence (Q99500 whole entry, looked up): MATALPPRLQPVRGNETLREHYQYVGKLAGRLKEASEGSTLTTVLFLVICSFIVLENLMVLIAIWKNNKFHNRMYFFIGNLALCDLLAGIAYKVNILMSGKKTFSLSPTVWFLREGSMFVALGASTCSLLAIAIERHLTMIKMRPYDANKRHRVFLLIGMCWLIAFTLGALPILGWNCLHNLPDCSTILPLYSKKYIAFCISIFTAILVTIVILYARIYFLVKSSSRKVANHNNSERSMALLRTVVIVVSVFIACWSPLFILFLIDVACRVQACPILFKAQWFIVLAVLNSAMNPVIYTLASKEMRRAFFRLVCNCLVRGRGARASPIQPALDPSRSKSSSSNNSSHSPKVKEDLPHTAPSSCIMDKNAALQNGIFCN
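material = human S1P3 NFAT-BLA reporter CHO cells | schedule = 4 h compound at 37 °C, 2 h substrate at RT | measured by = fluorescent BLA substrate, ex 405 nm, em 460/535 nm ratio | controls = 1 µM S1P reference | replication = primary once, confirmation triplicate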
5HT1E antag = antagonists of human 5-HT1E serotonin receptor | P28566 | CHO 5-HT1E Ga15 NFAT-bla reporter, FRET, antagonist | inhibition, % at 6 µM | 65,000 tested, 0.99% active | AID 571;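 active = inhibition above a set limit, the mean inhibition across every tested compound plus 3 SD, cut at about 29% in these data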;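 also: signal is the 460 over 535 nm emission ratio of beta-lactamase substrate; 0% = agonist plus DMSO wells and 100% = wells without agonist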
M1 agonist = agonists of M1 muscarinic receptor; B-score at 10 µM; 64,000 tested, 3% active; CHO-M1 cells, Fluo-4 calcium fluorescence, agonist mode; active compounds read high;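 active = fluorescence rise, raw or as B-score row- and column-corrected plate score, outside the 99.7% band of its plate's samples, either direction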
Jurkat tox 60K = reduces viability or proliferation of Jurkat cells | Jurkat E6.1 viability, ATP luminescence, 48 h | inhibition, % at 4 µM | 56,000 tested, 1.2% active;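 active = inhibition above the mean inhibition of all tested compounds plus 3 SD, cut at about 28% in these data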
M1 antag = blocks the rat M1 muscarinic receptor response to acetylcholine; P08482; CHO-M1 cells, Fluo-4 calcium, ACh EC80 antagonist mode; active compounds read low; B-score at 10 µM; 64,000 tested, 3.4% active; AID 628;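 active = calcium fluorescence response, raw or row-and-column corrected B-score, differing from the plate sample mean either way at a set confidence level, mostly lower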
5HT1E ag = 5-HT1E (human) receptor agonism; P28566; 65,000 tested, 0.69% active; CHO 5-HT1E Ga15 NFAT-bla reporter, FRET; 0% DMSO wells, 100% control agonist wells; activation, % at 6 µM;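 active = activation above a set limit, the screen-wide mean activation plus 3 SD, cut at about 8.5% in these data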;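 also: 100% = positive control agonist at 1 µM giving full maximal response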
S1P1 ag pot = agonists and agonism potentiators of human S1P1 receptor | P21453 | S1P1 CRE-bla cells, forskolin, beta-lactamase FRET, potentiator mode; S1P1 agonist co-added at EC20, 2 nM; 100% = saturating reference agonist, 0% = basal | activation, % at 9.5 µM | 56,000 tested, 0.57% active;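 active = activation above a cutoff set at the mean activation of all tested compounds plus 3 SD, cut at about 54% in these data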;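 also: forskolin at 4 µM as EC80 and the EC20 agonist is SEW2871; 100% = SEW2871 at its EC100 plus forskolin at EC80; some compounds past the cut are filed as inactive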
Target sequence (P21453 whole entry, looked up): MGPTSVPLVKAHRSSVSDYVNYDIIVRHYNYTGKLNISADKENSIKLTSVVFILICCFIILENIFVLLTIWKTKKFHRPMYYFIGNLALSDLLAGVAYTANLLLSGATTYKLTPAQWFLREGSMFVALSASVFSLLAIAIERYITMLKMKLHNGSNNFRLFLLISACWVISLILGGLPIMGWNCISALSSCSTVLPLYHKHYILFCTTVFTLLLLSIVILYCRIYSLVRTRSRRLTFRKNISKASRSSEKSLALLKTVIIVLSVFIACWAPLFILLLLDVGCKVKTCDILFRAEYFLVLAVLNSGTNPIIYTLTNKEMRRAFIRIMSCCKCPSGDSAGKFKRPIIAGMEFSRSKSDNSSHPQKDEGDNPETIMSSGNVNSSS
Her2 expr inh = Her2 kinase expression inhibition; HER2 level % of control, % at 10 µM; SKBR-3 HER2 protein level, AlphaScreen, 18-24 h; active compounds read low; P04626; AID 645; 65,000 tested, 0.69% active;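 active = HER2 level under 5% of the carrier-only control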;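 also: 100% = DMSO carrier and 0% = 500 nM PU-H71 HSP90 inhibitor; lower value means stronger loss of Her2 protein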
The depositor's hits bear a star; . = no result given. No enrichment for hits; 9.2% or so of the library scored in one or more.

Order of results: HEK293 NFkB inh | S1P3 agonist | 5HT1E antag | M1 agonist | Jurkat tox 60K | M1 antag | 5HT1E ag | S1P1 ag pot | Her2 expr inh
- COCCN(CC(=O)Nc1ccccc1C)S(=O)(=O)c1ccc(S(=O)(=O)N2CCCC2)cc1
    16 | -0.1 | -7 | 1 | 4 | 1.2 | -0.1 | -1 | 96
- O=S(=O)(NCCc1csc(-c2cccnc2)n1)c1ccc(Cl)s1
    22 | -0.6 | 14 | -0.76 | 14 | -1.2 | -1.4 | 28 | 64
- COc1cccc(C2CC(c3ccccc3)Nc3ncnn32)c1 (centres undefined)
    6 | 0.1 | -7 | 0.088 | -4 | 0.19 | 0.3 | -6 | 129
- CSC1=NCCN1C(=O)COc1ccc2ccccc2c1
    11 | -0.3 | -1 | -0.55 | 2 | 0.0078 | 1.1 | -3 | 82
- Cc1c(NC(=O)c2cc(-c3ccccc3)on2)c(=O)n(-c2ccccc2)n1C
    15 | -0.9 | -1 | -0.89 | 1 | -0.46 | -0.2 | . | 68
- CCc1ccccc1Nc1ccc(C(=O)O)cc1N
    11 | -0.9 | 8 | -1 | 6 | -0.19 | -0.2 | -6 | 86
- Cc1ccc(-n2ncc3c(NCCCOC(C)C)ncnc32)c(C)c1
    . | -3.0 | -11 | 0.012 | . | 0.081 | -0.2 | 18 | 89
- FC(F)(F)c1cnc(Nc2ccc(N3CCOCC3)cc2)c(Cl)c1
    11 | 5.3 | -15 | -0.065 | -5 | 0.21 | 0.1 | 11 | 126
- C=CCN=C(NC#N)SCc1ccccc1Cl
    11 | -1.0 | 2 | -0.54 | 5 | -0.36 | 1.4 | 5 | -4.6*
- CCCNS(=O)(=O)c1ccc(NC(=O)c2ccccn2)cc1
    -8 | -0.7 | -3 | 0.34 | 5 | -1.6 | 0.0 | -11 | 62
- CN1C(=O)CC(N2CCC(c3nc4ccccc4s3)CC2)C1=O (centres undefined)
    8 | 0.0 | 3 | 1.2 | -5 | -0.29 | 0.2 | 7 | 81
- Cc1cccc(NC(=O)c2ccc(S(=O)(=O)N(C)C)cc2)c1
    0 | 0.4 | 9 | -1.5 | 2 | -0.049 | 2.1 | -5 | 56
- COc1cccc(CN2CCCN(S(=O)(=O)c3ccc(Br)cc3)CC2)c1
    1 | -0.1 | 12 | 1.6 | 9 | -10* | -1.0 | 31 | 127
- c1ccc(COc2ccc(Nc3ncnc4nc[nH]c34)cc2)cc1
    0 | -0.9 | 1 | 1.5 | 3 | -0.082 | -1.7 | 39 | 120
- Cn1cccc1C(=O)Nc1nccs1
    4 | -0.9 | 13 | -0.98 | 9 | -0.09 | -1.2 | 13 | 89
- CC(=O)c1c(C)[nH]c(C(=O)N2CCN(C(=O)c3ccco3)CC2)c1C
    8 | 0.7 | -2 | -0.14 | 3 | 0.19 | -0.7 | 9 | 114
- COc1cc2cc(C(c3nnnn3C3CCCC3)N(C)C3CCCCC3)c(=O)[nH]c2cc1OC (centres undefined)
    18 | 0.4 | -1 | 0.35 | 4 | 0.84 | -0.4 | -6 | 78
- CN(C)c1ccc(C(=S)N2CCN(c3ccccc3)CC2)cc1
    9 | -1.3 | -3 | -0.012 | 4 | 0.1 | 1.8 | -6 | 146
- COC(=O)c1ccc2c(c1)N(C)CCS2
    7 | -0.1 | -10 | 1.7 | -14 | 1.1 | 0.9 | -5 | 79
- COc1cccc(-c2nc(CS(=O)(=O)CC(=O)N3CCN(c4ccccn4)CC3)c(C)o2)c1
    13 | -0.6 | 6 | -0.6 | 11 | -0.094 | 0.5 | -1 | 98
- O=C(COc1ccc(S(=O)(=O)N2CCCC2)cc1Cl)NCc1ccco1
    15 | -0.7 | 5 | -0.55 | -1 | 0.56 | -1.0 | . | 56
- CN1CC(=O)NC1=NC(=O)c1cc(F)c(F)cc1Cl
    14 | -0.5 | -11 | -0.0046 | -6 | 0.48 | 0.3 | -13 | 100
- CC(C)c1nc(-c2ccccn2)no1
    4 | -0.1 | 3 | -0.33 | 2 | -0.055 | 0.5 | -6 | 69
- NC(=O)C1CCCNC1 (centres undefined)
    -2 | 0.4 | -3 | 0.4 | 0 | -0.077 | 0.4 | -4 | 150
- COc1ccc2[nH]c(C(=O)O)c(CCC(=O)O)c2c1
    12 | -0.9 | 3 | -2.3 | -2 | 0.38 | -0.4 | -3 | 62
- COC(=O)NCC(c1cccnc1)N1CCN(c2ccccc2OC)CC1 (centres undefined)
    -7 | -0.2 | 1 | -0.94 | -1 | -0.23 | 1.7 | 9 | 86
- O=C1c2oc3ccc(F)cc3c(=O)c2C(c2ccc(F)cc2)N1CCCN1CCOCC1 (centres undefined)
    15 | -1.3 | 0 | -0.071 | 4 | 0.16 | 0.5 | 5 | 111
- CC(Sc1nnc(N)s1)c1ccccc1Cl (centres undefined)
    5 | -0.3 | 8 | -1.1 | -4 | -0.91 | -0.3 | -15 | 85
- O=C(O)c1cccc(C(=O)Cc2ccccc2)c1
    -4 | -0.7 | 9 | -0.18 | 4 | 0.13 | 0.6 | -11 | 93
- Cc1c(C(=O)NCC2CCCO2)oc2ccc(S(=O)(=O)N3CCCC3)cc12 (centres undefined)
    17 | . | 1 | -0.032 | . | 0.18 | 0.3 | . | 82

Filtered by structure: the compounds so far with a furan ring, fused or not.
Order of results: HEK293 NFkB inh | S1P3 agonist | 5HT1E antag | M1 agonist | Jurkat tox 60K | M1 antag | 5HT1E ag | S1P1 ag pot | Her2 expr inh
- CC(=O)c1c(C)[nH]c(C(=O)N2CCN(C(=O)c3ccco3)CC2)c1C
    8 | 0.7 | -2 | -0.14 | 3 | 0.19 | -0.7 | 9 | 114
- O=C(COc1ccc(S(=O)(=O)N2CCCC2)cc1Cl)NCc1ccco1
    15 | -0.7 | 5 | -0.55 | -1 | 0.56 | -1.0 | . | 56
- Cc1c(C(=O)NCC2CCCO2)oc2ccc(S(=O)(=O)N3CCCC3)cc12 (centres undefined)
    17 | . | 1 | -0.032 | . | 0.18 | 0.3 | . | 82

Next records
SMILES,HEK293 NFkB inh,S1P3 agonist,5HT1E antag,M1 agonist,Jurkat tox 60K,M1 antag,5HT1E ag,S1P1 ag pot,Her2 expr inh
CCC(Sc1nc2ccccc2c(=O)n1CCN1CCOCC1)C(=O)NCc1cccnc1 (centres undefined),24,.,2,0.26,.,0.014,-0.6,.,102
Cc1cccc2cc(CN(CC3CCCO3)C(c3nnnn3Cc3ccco3)C(C)C)c(=O)[nH]c12 (centres undefined),4,0.6,-8,-0.87,8,0.86,1.3,-13,79
CCCCCn1c(=S)[nH]c2ncccc2c1=O,17,0.3,-4,-0.25,-14,0.45,0.3,9,96
O=C(C1CCCN(S(=O)(=O)c2cccc3cccnc23)C1)N1CCN(c2ccccc2F)CC1 (centres undefined),-1,-2.0,-7,3.9,5,-1.4,1.0,44,82
CN(CP(=O)(O)CCc1ccccc1)S(C)(=O)=O,18,-0.6,-4,0.6,-12,-0.24,0.4,-8,83
COc1ccccc1NC(=O)C1=C(C)NC(SCC(=O)c2ccc(C)cc2)=C(C#N)C1c1ccco1 (centres undefined),.,-3.3,-11,1.4,.,0.058,0.2,14,62
COCCn1c(SC(C)C(=O)Nc2ccc3c(c2)OCCO3)nc2ccccc2c1=O (centres undefined),5,-0.2,0,-0.93,-3,1.1,-0.3,-7,86
CC1CCCC(C)N1C(=O)Cn1c(SCC(=O)NCc2ccc3c(c2)OCO3)nc2ccccc21 (centres undefined),3,.,2,0.017,.,0.19,1.3,.,73
CCOC(=O)c1ccc(NC(=O)C2CCCO2)cc1 (centres undefined),10,0.4,0,0.5,-2,0.28,0.0,-13,128
O=C(NCCN1CCOCC1)c1ccc2c(c1)ncn2C1CCCC1,13,-0.2,0,-0.43,-9,-0.043,1.1,3,56
COc1ccc(C(=O)c2oc3ccc(Br)cc3c2NC(C)=O)cc1,-4,-0.9,1,0.34,-8,1.5,0.9,-8,70
CCOC(=O)c1c(NC(=O)C(F)(OC)C(F)(F)F)sc2c1CCN(C)C2 (centres undefined),6,1.0,-7,-1.2,3,-0.13,0.9,-20,80
CN(C)C(CNC(=O)NC1CCCCC1)c1cccnc1 (centres undefined),1,0.1,8,0.97,0,-0.024,-0.4,13,92
CCOC(=O)C1CCN(C(=O)Nc2ccc3c(c2)nc(C)n3C)CC1,0,-1.0,-2,0.55,-7,0.2,0.7,.,56
Cn1cc(C(=O)NC2CCCCC2)c(=O)c2cc(S(=O)(=O)N3CCCC3)ccc21,0,-0.9,-9,.,5,.,0.2,-2,-4.8*
CS(=O)(=O)NCC(c1cccnc1)N1CCN(c2ccc(F)cc2)CC1 (centres undefined),11,-1.2,-2,0.008,-5,0.62,0.4,-29,74
CN(CCCC(=O)Nc1ccncc1)S(=O)(=O)c1ccc(Cl)cc1,7,-1.7,3,4.1*,45*,-0.21,-0.9,35,102
C/C(=N\O)C(=O)OC1CC(C)CCC1C(C)C (centres undefined),4,0.1,7,0.23,3,0.63,-0.1,-17,66
CC1=C(C(=O)OC(C)C)C(c2cccs2)C2=C(CCCC2=O)N1 (centres undefined),9,0.3,-9,0.11,-5,1.2,-0.7,-18,139
CCN(CC)c1ccc(NC(=O)CN2CCN(CC(=O)Nc3ccccc3F)CC2)cc1,-4,-0.4,-15,-0.67,4,-0.2,3.6,-28,102
O=C(Cn1c(=O)oc2cc(S(=O)(=O)NCc3ccccc3)ccc21)NCc1ccco1,8,-0.7,15,0.49,5,0.047,0.3,-11,75
COc1ccc(S(=O)(=O)NC(C)C(=O)Nc2cccc(C(C)=O)c2)cc1 (centres undefined),3,-0.2,-11,-0.15,-1,-0.37,1.1,-13,84
O=C(CSc1nnc(-c2ccco2)o1)N1c2ccccc2CCc2ccccc21,2,-0.4,1,1.3,13,-0.096,-1.1,11,83
Cc1noc(/C=C/N(C)C)c1S(=O)(=O)N1CCc2ccccc21,23,0.5,0,1.2,-1,1.3*,0.7,72,112

High-throughput results from PubChem.
